# From PubChem
# GAA inh: blocks human lysosomal alpha-glucosidase; P10253; purified human GAA, 4-MU-alpha-glucoside fluorescence; Potency, µM (titrated, usually from 76.9 µM), for inactives: at the top dose activity change, negative = inhibition, hits mostly inhibitors; 200,000 compounds, 0.005% hits; AID 1466;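 also: plate controls were uninhibited enzyme wells for no effect and no-enzyme background for full effect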
#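 qHTS format, compound range up to 77 uM. Human lysosomal enzyme at 4 nM, 400 uM 4-MU glucoside substrate, pH 5.0, 20 min room temperature; fluorescence after alkaline stop gives activity normalized to controls.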
# aGlu spleen mod: inhibits or activates alpha-glucosidase in human spleen homogenate; human spleen homogenate, 4-MU-alpha-glucoside fluorescence; Potency, µM (series often up to 79.9 µM), without a hit: top-dose activity change, negative = inhibition, usual class: inhibitors; 240,000 compounds, 0.006% hits; AID 2112;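 also: 0% = enzyme with vehicle and -100% = no enzyme basal signal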
#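 Enzyme source: human spleen homogenate, 1 ug/well. Buffer 50 mM citric acid/K phosphate pH 5.0, 0.01% Tween-20. 4-MU-alpha-glucoside 1 mM; 37 C x 40 min; NaOH/glycine stop; fluorescence.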
# ALDH1A1 inh: inhibitors of human aldehyde dehydrogenase 1A1; P00352; Purified ALDH1A1, NADH fluorescence, propionaldehyde substrate; Potency, µM (doses to about 75.3 µM), without a hit: at the top dose activity, negative = inhibition, actives largely listed as inhibitors; 220,000 compounds, 7.3% hits; active = well fitted inhibition curve with a large enough effect, not every such curve was filed as active; inconclusive = small, poorly fitted or top-dose-only effect, or another doubt; inactive = no such curve, though single readings can be large or run the other way;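 also: plate controls were no enzyme wells and a reference inhibitor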
# Target sequence (P00352 whole entry, looked up): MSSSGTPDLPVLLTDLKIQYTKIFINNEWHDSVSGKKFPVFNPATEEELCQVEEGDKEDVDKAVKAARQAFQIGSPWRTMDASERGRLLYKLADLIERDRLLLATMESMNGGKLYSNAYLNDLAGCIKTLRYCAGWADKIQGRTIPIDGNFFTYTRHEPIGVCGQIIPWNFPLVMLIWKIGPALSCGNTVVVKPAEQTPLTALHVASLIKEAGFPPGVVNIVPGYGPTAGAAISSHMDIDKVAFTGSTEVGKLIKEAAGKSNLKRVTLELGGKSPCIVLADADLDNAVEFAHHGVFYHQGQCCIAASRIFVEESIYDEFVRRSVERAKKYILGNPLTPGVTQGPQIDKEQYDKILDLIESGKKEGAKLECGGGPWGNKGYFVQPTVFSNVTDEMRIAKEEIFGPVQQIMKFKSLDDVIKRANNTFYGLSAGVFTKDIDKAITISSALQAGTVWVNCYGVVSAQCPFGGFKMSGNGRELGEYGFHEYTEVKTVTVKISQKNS
# NPSR antag: antagonists of human neuropeptide S receptor cAMP signaling; CHO-NPSR cells, cAMP TR-FRET, antagonist mode; Potency, µM (top dose mostly 38.3 µM), for the others: at the highest dose activity change, negative = inhibition, most hits filed as inhibitors; 220,000 compounds, 1% hits; AID 1461; also: % is scaled to controls: 0 for no effect and ±100 for the full control effect; nearly all actives have a fitted effect of over 50% in size; many of its hits are not listed in these tables
# GLA spleen mod: inhibitors or activators of human alpha-galactosidase in spleen homogenate; Potency, µM (top dose mostly 80 µM), inactives show top-dose activity change, negative = inhibition, actives largely listed as inhibitors; 240,000 compounds, 0.008% hits; P06280; human spleen homogenate, 4MU-alpha-Gal fluorescence, 40 min;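 also: 0% = enzyme with vehicle and -100% = no enzyme basal signal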
# Target sequence (P06280 32-429 limits assumed): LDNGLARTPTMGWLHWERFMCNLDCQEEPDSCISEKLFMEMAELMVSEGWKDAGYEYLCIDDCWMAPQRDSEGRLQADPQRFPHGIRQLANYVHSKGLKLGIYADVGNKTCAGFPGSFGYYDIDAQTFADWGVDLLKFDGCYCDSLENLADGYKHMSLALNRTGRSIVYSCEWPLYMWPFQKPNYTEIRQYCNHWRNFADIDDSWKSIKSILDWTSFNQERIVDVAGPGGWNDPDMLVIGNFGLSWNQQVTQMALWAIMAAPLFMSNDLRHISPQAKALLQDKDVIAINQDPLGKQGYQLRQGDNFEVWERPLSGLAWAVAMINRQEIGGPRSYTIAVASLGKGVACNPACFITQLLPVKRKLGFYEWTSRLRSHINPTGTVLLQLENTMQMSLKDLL
#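 Spleen homogenate 1 ug + cpd (titration) + 4-MU-alpha-D-galactopyranoside 1 mM; 37C 40 min; 50 mM citrate/phosphate pH 5.0, 0.01% Tween-20; stop pH 10; fluorescence 365/440; AC50 via Hill.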
# Tau fluor cs: counter-screen for tau fibril formation inhibitors; tau K18 P301L (four-repeat tau fragment) Alexa594 fluorescence, heparin fibrillization; Potency, µM (top dose mostly 57.7 µM), inactives show at the highest dose activity change, negative = decrease; 280,000 compounds, 0.93% hits; AID 1463; also: % is scaled to controls: 0 for no effect and ±100 for the full control effect; nearly all actives have a fitted effect of over 55% in size
#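 Human K18 P301L tau (15 uM unlabeled plus 0.24 uM Alexa 594-labeled, final) in 100 mM sodium acetate pH 7 was mixed with compound and 20 uM heparin and incubated 6 hr at 37 C.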
# GAA glycogen mod: inhibitors or activators of human alpha-glucosidase glycogen cleavage. recombinant GAA, glycogen substrate, Amplex Red glucose oxidase fluorescence. Potency, µM (highest dose often 76.4 µM), for the others: at the top dose activity change, negative = inhibition, hits mostly inhibitors. 300,000 compounds, 0.38% hits. AID 2100;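 also: 0% = full enzyme reaction and -100% = no-enzyme basal signal; the screen sought inhibitors and activators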
#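 Recombinant human enzyme (4 nM); glycogen substrate; 37 C, 40 min, pH 5.0. Readout: coupled glucose oxidase/Amplex Red fluorescence.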
# Epigenetic derep: epigenetic control regulation, reporter derepression; murine LDR cells, GFP reporter derepression, 30 h; Potency, µM (series often up to 53.9 µM), without a hit: at the highest dose GFP activation, actives largely listed as activators; 280,000 compounds, 0.2% hits; also: % of control where 0% means no effect; nearly all actives have a fitted effect of over 60% in size
#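 In this reporter-derepression format, murine cells bearing a silenced integrated CMV-GFP locus incubate with test compound (30 h, 37 C), then are washed and imaged; fluorescent objects of 20–120 um count as induced cells.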
# * = called active by the depositor; ? = inconclusive; nt = not tested or not shown; & = joins results of further samples; [ ] = remark or other dose. Unless noted, calls follow the shape of the dose curve; as a rule, active = well fitted curve in the direction sought with a large enough effect; inconclusive = small, poorly fitted or top-dose-only effect, or another doubt; inactive = no such curve, though single readings can be large; an effect the other way counts as inactive or inconclusive. Potency is read from the fitted curve at half-maximal effect. The list is partial; the hit share may differ from the screen's.
Structure	GAA inh	aGlu spleen mod	ALDH1A1 inh	NPSR antag	GLA spleen mod	Tau fluor cs	GAA glycogen mod	Epigenetic derep
CCCn1nnnc1SCC(=O)N1CCCc2ccccc21	2%	2%	?	-4%[46.1 µM]	0%	-3%	-2%	-1.0%
CCCC(=O)NC(=S)Nc1cccc(NC(=O)c2ccccc2Cl)c1	-3%	0%	?	-3%	-1%	-13%	5%	-0.9%
COc1cc(/C=C2\SC(=O)N(CCNC(=O)c3cnc(C)cn3)C2=O)cc(OC)c1OC	-7%	-12%	-1%	6%	-9%	-9%	-6%	0.0%
COc1cc(NC(=S)Nc2ccccn2)cc(OC)c1	-5%	2%	-2%	-14%	-4%	-3%	12%	0.0%
CN(C)/C=C/C(=O)c1ccc(Br)cc1	9%	-1%	-15%	7%	-9%	-1%	19%	-0.2%
CN(C)S(=O)(=O)c1ccc(NC(=O)CN2CCc3ccccc32)cc1	nt	1%	nt	-5%	4%	-13%	-27%	-2.8%
COc1cccc([C@@H]2Oc3ccc(Br)cc3C[C@H]2OC(=O)N[C@H]2CCCc3ccccc32)c1	nt	7%	2%	nt	8%	4%	nt	0.8%
COc1cccc(CN(C)C(=O)c2cccnc2SC)c1OC	8%	2%	1%	5%	-1%	2%	10%	-2.6%
COc1cc2c(cc1OC)C[N+](C)(C)CC2	nt	0%	-7%	8%	3%	10%	7%	-1.5%
O=S(=O)(/N=C(\c1ccccc1)N1CCOCC1)c1cccs1	-1%	-5%	14%	4%[46.1 µM]	-1%	1%	3%	4.9%
Cc1cccc(CN2C(=O)c3ccccc3Sc3ccc(C(=O)O)cc32)c1	nt	2%	nt	-18%	3%	-6%	1%	-1.0%
Cc1ccc(C2c3sc(=O)[nH]c3SC3C4CC(C5C(=O)N(C(C)C(=O)O)C(=O)C45)C23)cc1 (stereo unspecified)	4%	0%	?	14%	-4%	11%	-10%	-0.5%
COc1ccc(NC(=O)CNS(=O)(=O)c2cccs2)c(OC)c1	1%	-21%	-6%	-10%[46.1 µM]	-8%	-4%&-3%	2%	-1.1%&-0.1%
COc1ccc(CNC(=O)c2cc(-c3ccccc3O)n[nH]2)cc1	7%	7%	0%	-5%[46.1 µM]	9%	4%	6%	3.8%
O=C(CCN1CCOCC1)Nc1cccc(Br)c1	-2%	0%	7%	-3%[46.1 µM]	8%	-5%	4%	0.0%
Cc1ccc(-c2ccc(CCC(=O)O)n2Cc2ccco2)cc1	-5%	8%	?	-13%[46.1 µM]	5%	-15%	9%	1.8%
O=C(Nc1ccc2oc(-c3ccccc3F)nc2c1)c1ccco1	-4%	3%	?	-1%	2%	-14%	0%	2.6%
Clc1nc(Oc2ccccc2)nc(-c2cn(-c3ccccc3)c3ccccc23)n1	nt	-1%	nt	24%	4%	-11%	4%	0.9%
CS(=O)(=O)N(CC(=O)Nc1ccc(S(=O)(=O)N2CCOCC2)cc1)c1ccccc1Br	1%	-2%	-5%	1%	5%	-1%	-2%	3.4%
CNC(=S)NNC(=O)c1ccccc1Cl	4%	-1%	?	-6%	1%	-2%	-19%	0.5%
Cc1ccc(NC(=O)c2ccc3c(c2)N(CC(=O)N2CCCCC2)C(=O)C(C)(C)O3)cc1	-12%	-5%	3%	-10%[46.1 µM]	12%	-11%	9%	-1.0%
Fc1ccc(NC(=S)Nc2cc(Cl)ccc2Cl)cc1	4%	3%	3%	-3%	-1%	-5%	12%	-2.6%
COc1ccc(CNc2ccc(S(N)(=O)=O)cc2)cc1	4%	3%	3%	-29%[46.1 µM]	0%	0%	-1%	-0.9%
OCCN1CCN(c2nc(-c3ccccc3)c3cc(Cl)ccc3n2)CC1	-3%	-1%	?	4%[46.1 µM]	9%	-21%	-1%	0.0%
O=C(O)CCN1C(=O)S/C(=C\c2cccnc2)C1=O	nt	-1%	nt	2%[7.67 µM]	-2%	-9%	7%	-1.4%
O=c1[nH]c2ccccc2[n+]([O-])c1-c1ccccc1	7%	2%	?	-13%	10%	-1%	0%	-1.4%
O=C(O)CCNC1C=CS(=O)(=O)C1 (stereo unspecified)	9%	-13%	4%	7%	13%	-8%	-9%	-0.5%
O=C1C2=C(C(c3ccccc3)=NCCN2)C(c2cccc([N+](=O)[O-])c2)N1c1ccccc1 (stereo unspecified)	-7%	nt	-10%	-46%	-3%	-8%	3%	-3.2%
CCn1c(C)cc(O)cc1=O	nt	2%	nt	21%	7%	0%	4%	5.2%
Cc1ccc(S(=O)(=O)N2CCOC2CNC(=O)C(=O)NCc2cccnc2)cc1 (stereo unspecified)	5%	3%	-8%	9%	3%	-4%	4%	8.3%

# Entries from the list above that have a furan ring, fused or not, in the order listed:
Structure	GAA inh	aGlu spleen mod	ALDH1A1 inh	NPSR antag	GLA spleen mod	Tau fluor cs	GAA glycogen mod	Epigenetic derep
Cc1ccc(-c2ccc(CCC(=O)O)n2Cc2ccco2)cc1	-5%	8%	?	-13%[46.1 µM]	5%	-15%	9%	1.8%
O=C(Nc1ccc2oc(-c3ccccc3F)nc2c1)c1ccco1	-4%	3%	?	-1%	2%	-14%	0%	2.6%

# Next section
Structure	GAA inh	aGlu spleen mod	ALDH1A1 inh	NPSR antag	GLA spleen mod	Tau fluor cs	GAA glycogen mod	Epigenetic derep
CC(=O)Nc1c(C(=O)N2CCCCCC2)cnn1-c1ccccc1	0%	-6%	12%	-10%[46.1 µM]	-2%	-6%	-2%	-0.3%
Cc1cccc(/C=C/c2nc3ccccc3c(=O)[nH]2)c1	?	5%	?	-16%	2%	-18%	-8%	-3.2%
CCOC(=O)C(=O)Cc1nc2ccccc2s1	nt	-2%	nt	-6%[7.67 µM]	-1%	-12%	?	1.1%
CN1CCN(c2nc(NCc3ccco3)nc(N)c2[N+](=O)[O-])CC1	nt	-9%	nt	8%	-10%	-2%	-6%	-1.1%
CC(C)[C@H](NC(=O)c1ccc(C(C)(C)C)cc1)C(=O)Nc1nnc(C2CC2)s1	-4%	0%	5%	-22%	5%	-5%	-10%	0.0%
Cc1ccc(C(=S)N2CCN(Cc3ccccc3)CC2)s1	0%	-5%	14µM*	-16%	3%	-19%	-15%	3.8%
CC(=O)Nc1nc(C)c(Oc2ccc(Cl)cc2)c(=O)[nH]1	0%	-4%	8%	8%	-1%	-15%	4%	-1.3%
CCOC(=O)c1sc2ncnc(NCC(c3cccs3)N(C)C)c2c1C (stereo unspecified)	-4%	-4%	?	-14%[46.1 µM]	0%	-14%	-10%	-5.4%
COC(=O)Nc1ccc(S(=O)(=O)Nc2ncccn2)cc1	-3%	1%	?	-3%	-1%	7%	4%	-1.1%
Cc1n[nH]c(=S)c2nn(-c3cccc(Cl)c3)c(C)c12	-5%	-5%	-11%	25%[46.1 µM]	-7%	-5%	3%	-0.9%
Cc1cc(N2CCOCC2)nc(NCc2ccccc2)n1	-1%	9%	7%	1%[46.1 µM]	11%	0%	-13%	-3.0%
Cc1cccc(NC(=O)c2ccc(C3SCC(=O)N3CCc3ccccc3)cc2)c1 (stereo unspecified)	-7%	-3%	?	-30%	6%	-25%	-9%	1.1%
O=C(O)CCSc1ccc([N+](=O)[O-])cc1[N+](=O)[O-]	8%	1%	?	13%	6%	-19%	-2%	-1.3%
O=C(CCn1c(=O)[nH]c2ccccc2c1=O)NCCSCc1ccccc1	-1%	9%	4%	3%	5%	-3%	-2%	-3.3%
COC(=O)c1cc(OC)c(OC)cc1NC(=O)c1cc(-c2ccccc2)nc2ccccc12	-2%	6%	?	7%[46.1 µM]	12%	-9%	-3%	6.2%
CCOC(=O)c1ccc(NC(=O)[C@@H](NC(N)=O)C(C)C)cc1	nt	-10%	nt	4%	19%	-2%	4%	0.5%
O=C(c1ccc2ccccc2c1)N1CCN(c2ccccc2)CC1	3%	-2%	3%	-27%[46.1 µM]	-9%	-3%	2%	-0.7%
O=C(N/N=C/c1ccncc1)c1ccccc1OCc1ccc(Br)cc1	-5%	0%	10%	-14%	-13%	-2%	13%	-0.8%
COC(=O)c1nonc1NCn1nnc2ccccc21	-3%	-7%	10%	-2%[46.1 µM]	-3%	-19%	-5%	-0.9%
CN(C(=O)c1ccccc1)c1ccc(OCC(=O)NC2CCS(=O)(=O)C2)cc1 (stereo unspecified)	-7%	2%	14µM*	1%[46.1 µM]	10%	-2%	-17%	0.0%
CCOc1ccc2[nH]c(=O)c(CN(Cc3ccccc3OC)C(=O)c3ccccc3)cc2c1	-1%	1%	?	-13%[46.1 µM]	3%	-7%	5%	1.0%
CCCCS(=O)(=O)Nc1ccc2ncn(C)c(=O)c2c1	-9%	5%	?	-9%[46.1 µM]	5%	-5%	1%	0.0%
O=C(CSc1nccc(=O)[nH]1)NCc1ccc(Cl)cc1	-2%	-2%	7%	3%	-9%	-13%	8%	-0.3%
Cc1c(N=Nc2ccc(N(C)C)cc2)c(=O)n(-c2ccccc2)n1C	-17%	-6%	-13%	-34%	7%	-6%	-15%	-4.7%
COc1ccc(Cn2c(SCc3ccccc3C)nc3cc(OC)c(OC)cc3c2=N)cc1	-5%	7%	?	?	1%	?	-26%	-1.2%
Cc1occc1C(=O)NNC(=O)c1nn(C)c(=O)c2ccccc12	-13%	nt	-3%	21%	11%	0%	-5%	-1.1%
Cc1ccc(CNC(=O)c2nnn(-c3cccc(C)c3)c2N)cc1	-6%	-5%	4%	-13%[46.1 µM]	-2%	-7%	-5%	0.0%
NCC(O)C1CCCCCCC1 (stereo unspecified)	nt	3%	-11%	6%[46.1 µM]	11%	?	nt	-0.1%
O=C(Nc1ccccc1OC(F)F)c1cc2c(s1)CCC2	-6%	0%	?	-8%	-1%	-17%	7%	0.0%
CN(C1CCCC1)C1CCN(C(=O)CNC(=O)/C=C/c2ccc(F)cc2)CC1	-4%	-2%	-4%	16%	17%	2%	-8%	-0.9%
CC12C=CC3(O1)C(C(=O)N(c1ccccc1)C3C(=O)NC1CCCC1)C2C(N)=O (stereo unspecified)	-5%	0%	-4%	-2%[46.1 µM]	0%	4%	2%	-1.2%
C=CCn1c(SCC(=O)NCc2ccccc2)nnc1-c1cc(Br)ccc1O	-2%	-10%	2%	-23%[46.1 µM]	-6%	-21%	5%	-1.1%
CCN(CC)C(=O)CSc1nnc(-c2ccc(F)cc2)n1N	-12%	-2%	?	1%[46.1 µM]	6%	2%	8%	-1.7%
